# HEK293 tox: cytotoxicity in counter-screen for GLP-1R inverse agonists; HEK293 cAMP-luciferase reporter cells, luminescence, 24 h; Potency, µM (top dose mostly 38.3 µM), for the others: at the top dose activity change, negative = inhibition, hits mostly inhibitors; actives 0.13% (n = 410,000); AID 624418;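 also: loss of luciferase light is scored as toxicity; potency is read from the fitted curve at half-maximal effect; % is scaled to controls: 0 for no effect and ±100 for the full control effect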
#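 Seeding density was 200 cells/uL; after overnight-length (12 h) culture, 23 nL compounds went on for 24 h at 37 °C. Readout used a luciferase detection reagent, luminescence taken after 12 min at room temperature.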
# GLP-1R inv ag: GLP-1 receptor (human) inverse agonism; P43220; HEK293 GLP-1R CRE-luciferase, luminescence, 24 h; GLP-1R form is constitutively active; actives 1.6% (n = 410,000); Potency, µM (titrated, usually from 38.3 µM), inactives show top-dose activity change, negative = inhibition, usual class: inhibitors; AID 624417; also: potency is read from the fitted curve at half-maximal effect; % is scaled to controls: 0 for no effect and ±100 for the full control effect; nearly all actives have a fitted effect of over 55% in size
#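 Readout was luciferase luminescence, measured 12 min after detection reagent at room temperature. Beforehand, GLP-1R reporter HEK293 cells had sat 12 h, then received compounds for 24 hr at 37 deg C.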
# KB-V1 cytotox: kills drug-selected multidrug resistant KB-V1 cells | KB-V1 MDR cells viability, CellTiter-Glo, 72 h | Potency, µM (titrated, usually from 46.1 µM), for the others: at the highest dose activity change, negative = cytotoxicity, usual class: cytotoxic | actives 3.4% (n = 400,000) | AID 1347076; also: potency is read from the fitted curve at half-maximal effect; % is scaled to controls: 0 for no effect and ±100 for the full control effect; nearly all actives have a fitted effect of over 60% in size
#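 Cytotoxicity toward P-gp-expressing KB-V1 cells was determined as loss of CellTiter-Glo luminescence after 72 h at 37 degrees C. Compounds were tested in quantitative HTS format across a concentration range, with curves fitted to normalized data.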
# GLP-1R agonist: activates the human GLP-1 receptor. P43220. HEK293 GLP-1R CRE-luciferase, luminescence, 4-6 h; cells express a hypersensitive GLP-1R form. Potency, µM (highest dose often 45.6 µM), for inactives: at the top dose activation, hits mostly activators. actives 0.007% (n = 380,000). AID 624172; also: potency is read from the fitted curve at half-maximal effect; % of control where 0% means no effect
# PTHR1 agonist: PTHR1 (human) receptor agonism. HEK293 GP2 PTHR1 cells, GloSensor cAMP luminescence, 1 h. actives 0.075% (n = 410,000). Q03431. Potency, µM (top dose mostly 115 µM), inactives show at the top dose activation, most hits filed as activators; also: potency is read from the fitted curve at half-maximal effect; nearly all actives have a fitted effect of over 55% in size; some results filed as inactive show a strong effect at the top dose; inactives centre near -15; many of its hits are not listed in these tables
#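 HEK-293-derived GP2 cells expressing PTHR1 and a GloSensor cAMP reporter, 3,000/well, plated overnight, given luciferin plus IBMX (each 0.5 mM as added) for 1 h at 37 °C, then compound for 1 h at 37 °C. Luminescence was read after 15 min at room temperature.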
# D3 antag: antagonists of human D3 dopamine receptor; max response, negative = inhibition, %; P35462; AID 652054; D3R cells, DiscoveRx beta-arrestin luminescence, antagonist mode; active compounds read low; actives 2.5% (n = 360,000); in the data active = max response below about -50%; inconclusive = no clear call, values can overlap the other calls; also: % is scaled to controls: 0 for no effect and ±100 for the full control effect; mostly tested at two doses, the higher about 12 µM
# Target sequence (P35462 whole entry, looked up): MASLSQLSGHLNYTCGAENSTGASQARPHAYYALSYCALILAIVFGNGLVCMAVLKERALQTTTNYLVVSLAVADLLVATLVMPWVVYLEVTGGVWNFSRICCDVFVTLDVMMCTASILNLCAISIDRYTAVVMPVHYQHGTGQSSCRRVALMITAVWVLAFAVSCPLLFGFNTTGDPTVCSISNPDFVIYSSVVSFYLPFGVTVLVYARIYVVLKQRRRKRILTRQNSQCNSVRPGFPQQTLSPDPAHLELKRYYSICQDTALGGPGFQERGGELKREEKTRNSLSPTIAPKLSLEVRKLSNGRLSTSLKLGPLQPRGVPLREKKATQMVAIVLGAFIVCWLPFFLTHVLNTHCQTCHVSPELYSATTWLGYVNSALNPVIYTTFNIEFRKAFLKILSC
#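 Cells expressing the human receptor were seeded at 1500 cells/well, incubated overnight at 37 degrees C in 5% CO2, then exposed to library compounds with dopamine controls for 90 minutes at 37 degrees C before luminescent detection.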
# TDP43 rescue: inhibitors of TDP-43 toxicity in yeast | TDP-43 expressing yeast growth rescue, BacTiter-Glo, 24 h | Potency, µM (doses to about 46.1 µM), without a hit: top-dose growth rescue (activation), usual class: activators | actives 1.8% (n = 410,000); also: potency is read from the fitted curve at half-maximal effect; % of control where 0% means no effect; nearly all actives have a fitted effect of over 50% in size
#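 Cell-based yeast growth screen: TDP-43 expression induced in galactose, inoculum OD600=0.02 after raffinose pregrowth to mid-log. Read-out BacTiter-Glo luminescence at 24 hr, 30 deg C; inhibition of toxicity seen as signal increase.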
# D3 ag: D3 dopamine receptor (human) agonism | D3R DiscoveRx beta-arrestin cells, luminescence, 90 min | max activation, % | AID 652048 | actives 0.58% (n = 410,000); in the data active = max activation above about 30%; also: 0% is about no effect; mostly tested at two doses, the higher about 12 µM
#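 Agonist mode: compounds and dopamine controls were applied to plated cells for 90 min at 37 degrees C after an overnight attachment at 1500 cells/well. Luminescent read-out followed 30 - 60 minutes at room temperature with DiscoveRx detection reagent.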
# aSyn rescue: inhibitors of alpha-synuclein toxicity in yeast | Yeast expressing alpha-synuclein, growth rescue, BacTiter-Glo, 24 h | Potency, µM (top dose mostly 46.1 µM), without a hit: top-dose growth rescue (activation), most hits filed as activators | actives 0.14% (n = 370,000); also: potency is read from the fitted curve at half-maximal effect; % of control where 0% means no effect; nearly all actives have a fitted effect of over 65% in size
#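 Screening used galactose-induced yeast with toxic alpha-synuclein levels, exposed to compound for 24 hr at 30 deg C. Cell growth, read with BacTiter-Glo luminescence, gave the measured signal.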
# * marks the source's active call; other numbers are inactive results; i = inactive; ? = inconclusive; nt = no result given; & = joins results of further samples; [ ] = remark or other dose. Unless noted, calls follow the shape of the dose curve; as a rule, active = well fitted curve in the direction sought with a large enough effect; inconclusive = small, poorly fitted or top-dose-only effect, or another doubt; inactive = no such curve, though single readings can be large; an effect the other way counts as inactive or inconclusive. The list is partial, so the mix of outcomes need not match the whole.
(1) NC(=S)COc1ccccc1
(2) O=C(O)CC(NC(=O)OCc1ccccc1)c1ccccc1 (stereo not drawn)
(3) CC(C)(C)NC(=O)c1ccc(NC(=O)c2ccccc2-c2ccccc2C(=O)O)cc1
(4) COc1ccc(OCCCCN(C)Cc2ccccc2)cc1
(5) CN1C(=O)C(/C(N)=N/NC(=O)c2ccccc2)C2CC1(C)Oc1ccccc12 (stereo not drawn)
(6) COc1cc(OC)cc(C(=O)Nc2ccc(N3CCN(C(=O)c4cccs4)CC3)cc2)c1
(7) Cc1ccc(CNC(=O)C2CCN(S(=O)(=O)c3ccc4nc5c(c(C(=O)O)c4c3)CC(C)CC5)CC2)cc1 (stereo not drawn)
(8) CSc1ncc(Cl)c(C(=O)Nc2c(C(=O)c3ccc(C)c(F)c3)oc3ccccc23)n1
(9) O=C(Nc1ccc2[nH]c(=O)[nH]c2c1)c1cccc([N+](=O)[O-])c1
(10) O=C(c1ccc2ccccc2c1)N1CCN(c2ccc(C(F)(F)F)cn2)CC1
assay / entry,1,2,3,4,5,6,7,8,9,10
D3 antag,-14,37,18,-29,-1,-4,17,nt,-13,61
GLP-1R agonist,-2%,-11%,-7%,-2%,-2%,-1%,-1%,nt,-1%,-8%
PTHR1 agonist,i,i,i,i,i,-17%,i,i,i,-6%[57.5 µM]
aSyn rescue,2%,-3%,0%,2%,-2%,1%,10%,nt,0%,4%
KB-V1 cytotox,0%,15%,3%,-2%,?,8.2µM*,?,25%,26%,2%
HEK293 tox,6%,-7%,0%,0%,4%,?,-31%&-8%,1%,5%,-2%
TDP43 rescue,10%,-18%,-1%,6%,-2%,19%,?,20%,-18%,6%
GLP-1R inv ag,3%,23%,19%,?,2%,?,73%&16%[activator],5%,4%,-4%
D3 ag,-13,-7,0,-27,-2,2,-1&9,1,-10,4

(11) CC(C)CCN1CCNC(=O)C1CC(=O)NCCCN1CCOCC1 (stereo not drawn)
(12) COc1ccccc1NC(=O)Nc1ccc2[nH]c(=O)[nH]c2c1
(13) O=C(N/N=C/c1ccc2c(c1)OCO2)c1ccn(Cc2ccc(Cl)cc2)n1
(14) CCN1CCN(c2cc(C)c3cc(NC(=S)N(C)Cc4ccccc4)ccc3n2)CC1
(15) COc1ccccc1NNC(=O)C(O)(c1ccccc1OC)c1ccccc1OC
(16) CN1CCN(c2nc3c(c(=O)n(C)c(=O)n3C)n2Cc2cccc3ccccc23)CC1
(17) CC1(C)Cc2c(ccc3ccccc23)/C(=C/C(=O)N2CCCCC2)N1
(18) Cc1csc2c(SCC(=O)NNS(=O)(=O)c3cccc(C(F)(F)F)c3)ncnc12
assay / entry,11,12,13,14,15,16,17,18
D3 antag,0,?,?,-15,3,10,22,3
GLP-1R agonist,5%,-3%,-22%,13%,-2%,1%,-39%[inhibitor],-3%
PTHR1 agonist,i,i,2%,-10%,-24%,-29%[57.5 µM],i,-22%
aSyn rescue,1%,-4%,-2%,7%,-2%,2%,-22%,0%
KB-V1 cytotox,13%,?,-24%,0%,-3%,7%,-24%,-6%
HEK293 tox,1%,-10%,13%,-25%,-12%,0%,?,9%
TDP43 rescue,6%,-6%,-4%,-15%,12%,2%,-25%,12%
GLP-1R inv ag,15%,25%,-25%,?,?,-16%,?,3%
D3 ag,-7,-3,-13,-19,2,-4,1,-3

# Another view of some results above:
# Below each SMILES: D3 antag, GLP-1R agonist, PTHR1 agonist, aSyn rescue, KB-V1 cytotox, HEK293 tox, TDP43 rescue, GLP-1R inv ag, D3 ag
12) COc1ccccc1NC(=O)Nc1ccc2[nH]c(=O)[nH]c2c1
  ?, -3%, i, -4%, ?, -10%, -6%, 25%, -3
13) O=C(N/N=C/c1ccc2c(c1)OCO2)c1ccn(Cc2ccc(Cl)cc2)n1
  ?, -22%, 2%, -2%, -24%, 13%, -4%, -25%, -13

# Twelve compounds from above, sorted by SMILES length, largest number first.
(7) Cc1ccc(CNC(=O)C2CCN(S(=O)(=O)c3ccc4nc5c(c(C(=O)O)c4c3)CC(C)CC5)CC2)cc1 (stereo not drawn)
(8) CSc1ncc(Cl)c(C(=O)Nc2c(C(=O)c3ccc(C)c(F)c3)oc3ccccc23)n1
(16) CN1CCN(c2nc3c(c(=O)n(C)c(=O)n3C)n2Cc2cccc3ccccc23)CC1
(18) Cc1csc2c(SCC(=O)NNS(=O)(=O)c3cccc(C(F)(F)F)c3)ncnc12
(9) O=C(Nc1ccc2[nH]c(=O)[nH]c2c1)c1cccc([N+](=O)[O-])c1
(14) CCN1CCN(c2cc(C)c3cc(NC(=S)N(C)Cc4ccccc4)ccc3n2)CC1
(10) O=C(c1ccc2ccccc2c1)N1CCN(c2ccc(C(F)(F)F)cn2)CC1
(17) CC1(C)Cc2c(ccc3ccccc23)/C(=C/C(=O)N2CCCCC2)N1
(15) COc1ccccc1NNC(=O)C(O)(c1ccccc1OC)c1ccccc1OC
(12) COc1ccccc1NC(=O)Nc1ccc2[nH]c(=O)[nH]c2c1
(11) CC(C)CCN1CCNC(=O)C1CC(=O)NCCCN1CCOCC1 (stereo not drawn)
(4) COc1ccc(OCCCCN(C)Cc2ccccc2)cc1
assay / entry,7,8,16,18,9,14,10,17,15,12,11,4
D3 antag,17,nt,10,3,-13,-15,61,22,3,?,0,-29
GLP-1R agonist,-1%,nt,1%,-3%,-1%,13%,-8%,-39%[inhibitor],-2%,-3%,5%,-2%
PTHR1 agonist,i,i,-29%[57.5 µM],-22%,i,-10%,-6%[57.5 µM],i,-24%,i,i,i
aSyn rescue,10%,nt,2%,0%,0%,7%,4%,-22%,-2%,-4%,1%,2%
KB-V1 cytotox,?,25%,7%,-6%,26%,0%,2%,-24%,-3%,?,13%,-2%
HEK293 tox,-31%&-8%,1%,0%,9%,5%,-25%,-2%,?,-12%,-10%,1%,0%
TDP43 rescue,?,20%,2%,12%,-18%,-15%,6%,-25%,12%,-6%,6%,6%
GLP-1R inv ag,73%&16%[activator],5%,-16%,3%,4%,?,-4%,?,?,25%,15%,?
D3 ag,-1&9,1,-4,-3,-10,-19,4,1,2,-3,-7,-27
